Giardia killer: Small Molecules that selectively kill Giardia lamblia: qHTS; actives 0.15% (n = 340,000); activity change, % at 7.66 µM, hits read low; Giardia lamblia trophozoite viability; in the data active = activity change below about -80%; inconclusive = between about -30% and that limit;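 also: parasites exposed to compound for two days anaerobically before the ATP read; % is scaled to controls: 0 for no effect and ±100 for the full control effect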
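Anaerobic 48 hrs incubation at 37 deg C of 100 trophozoites/well with test compounds; ATPLite 1-Step luminescence, 15-30 min RT, reports cellular ATP as viability.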
p53 reactivator: qHTS assay for re-activators of p53 using a Luc reporter. H1299 p53-A138V BP100-luciferase reporter, luminescence, 24 h. Potency, µM (series often up to 92.2 µM), for the others: at the highest dose activity change, positive = activation, hits mostly activators. AID 504706, 2011. actives 0.063% (n = 320,000); also: potency is read from the fitted curve at half-maximal effect; % of control where 0% means no effect; nearly all actives have a fitted effect of over 45% in size
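H1299 (p53-null), stable ts p53-A138V + BP100-Luc; 1000 cells/well, Opti-MEM/10% FBS; cpd 4 pt, 1:5; 24 h, 37 deg C, 5% CO2; detection reagent 10 min RT; luminescence.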
RORg inh: qHTS for inhibitors of ROR gamma transcriptional activity. Drosophila S2 Gal4-RORgamma UAS-luciferase reporter, 20 h. Potency, µM (series often up to 53.6 µM), for the others: top-dose activity change, negative = inhibition, most hits filed as inhibitors. AID 2551, 2010. actives 5.4% (n = 310,000); also: potency is read from the fitted curve at half-maximal effect; % is scaled to controls: 0 for no effect and ±100 for the full control effect; nearly all actives have a fitted effect of over 60% in size
Target sequence (P51450 whole entry, looked up, the tested form may be a part): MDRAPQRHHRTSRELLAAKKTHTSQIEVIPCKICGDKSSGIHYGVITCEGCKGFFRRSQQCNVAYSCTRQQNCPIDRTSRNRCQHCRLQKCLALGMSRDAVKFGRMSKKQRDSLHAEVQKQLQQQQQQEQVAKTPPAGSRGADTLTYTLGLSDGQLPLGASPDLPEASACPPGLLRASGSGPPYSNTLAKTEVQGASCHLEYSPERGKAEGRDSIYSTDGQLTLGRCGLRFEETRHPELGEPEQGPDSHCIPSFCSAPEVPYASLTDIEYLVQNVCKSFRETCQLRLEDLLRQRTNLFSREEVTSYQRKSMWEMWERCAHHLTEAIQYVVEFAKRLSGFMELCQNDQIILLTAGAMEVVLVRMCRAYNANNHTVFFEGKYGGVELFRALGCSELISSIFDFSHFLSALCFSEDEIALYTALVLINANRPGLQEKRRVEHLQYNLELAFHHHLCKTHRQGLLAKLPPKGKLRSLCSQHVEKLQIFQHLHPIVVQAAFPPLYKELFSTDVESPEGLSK
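Luminescence from a UAS-regulated Photinus luciferase reporter in stably transfected Drosophila Schneider cells is measured; decreased signal marks ROR gamma inhibition. Fusion expression is induced by 700 uM copper sulfate for 20 hr.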
BRCA1 expr act: qHTS Assay to Identify Small Molecule Activators of BRCA1 Expression | MCF7-BRCA1-FFLuc reporter, luminescence, 48 h; response scale: scaled: vehicle 0%, 10 µM genistein 100% | actives 1.1% (n = 380,000) | Potency, µM (titrated, usually from 46.1 µM), for inactives: at the highest dose activation, hits mostly activators; also: potency is read from the fitted curve at half-maximal effect; nearly all actives have a fitted effect of over 80% in size; some results filed as inactive show a strong effect at the top dose
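48 h compound treatment of MCF7-BRCA1-FFLuc cells (phenol-red free MEM, 37 °C), then 15 min with luciferase substrate and luminescence imaging.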
Menin-MLL TR inh: qHTS Assay for Inhibitors Targeting the Menin-MLL Interaction in MLL Related Leukemias: Competition With Texas Red Labeled MLL-derived Mutant Peptide. O00255. Menin + Texas Red MLL mutant peptide, fluorescence polarization. Potency, µM (highest dose often 61.6 µM), without a hit: at the top dose FP activity change, negative = inhibition, most hits filed as inhibitors. actives 0.23% (n = 270,000). AID 1768, 2009; active = well fitted inhibition curve with a large enough effect in the polarisation, with a control signal flat, not every such curve was filed as active; inconclusive = small, poorly fitted or top-dose-only effect, or effect the other way, or a change in a side signal; inactive = no such curve, though single readings can be large or run the other way; the % refers to the polarisation; also: potency is read from the fitted curve at half-maximal effect; % of control where 0% means no effect; many of its hits are not listed in these tables
ELG1 genotoxic: qHTS screen for small molecules that induce genotoxicity in human embryonic kidney (HEK293T) cells expressing luciferase-tagged ELG1; Potency, µM (doses to about 46 µM), for inactives: at the top dose activity change, positive = activation, usual class: activators; HEK293T ELG1-luciferase reporter, luminescence, 16 h; actives 1.3% (n = 330,000); AID 504466, 2011; also: potency is read from the fitted curve at half-maximal effect; % of control where 0% means no effect; nearly all actives have a fitted effect of over 60% in size
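After overnight (16 hr) compound treatment at 37 °C, ELG1-luciferase HEK293T cells were lysed with ONE-Glo; luminescence quantified 30 min later at room temperature.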
Rab9 promoter act: qHTS Assay for Rab9 Promoter Activators. actives 2.8% (n = 320,000). AID 485297, 2010. Huh7 Rab9 promoter-luciferase reporter, luminescence, 24 h. Potency, µM (top dose mostly 9.22 µM), without a hit: at the highest dose activation, negative = inhibition, actives largely listed as activators; also: potency is read from the fitted curve at half-maximal effect; % of control where 0% means no effect; nearly all actives have a fitted effect of over 60% in size
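Luciferase signal after 10 min detection reagent at ambient indicates Rab9 promoter upregulation; stably transfected Huh7 cells were treated 24 h with compound in DMSO at 37 °C, 5% CO2.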
PKM2 act: qHTS Assay for Activators of Human Muscle isoform 2 Pyruvate Kinase; actives 0.34% (n = 260,000); Potency, µM (titrated, usually from 57.5 µM), inactives show at the highest dose activation, most hits filed as activators; purified PKM2, Kinase-Glo ATP luminescence, activation; response scale: 0% is enzyme alone, no compound; Pyruvate kinase PKM (Homo sapiens), P14618; also: potency is read from the fitted curve at half-maximal effect; % is scaled to controls: 0 for no effect and ±100 for the full control effect; nearly all actives have a fitted effect of over 55% in size
Target sequence (P14618 whole entry, looked up, canonical isoform): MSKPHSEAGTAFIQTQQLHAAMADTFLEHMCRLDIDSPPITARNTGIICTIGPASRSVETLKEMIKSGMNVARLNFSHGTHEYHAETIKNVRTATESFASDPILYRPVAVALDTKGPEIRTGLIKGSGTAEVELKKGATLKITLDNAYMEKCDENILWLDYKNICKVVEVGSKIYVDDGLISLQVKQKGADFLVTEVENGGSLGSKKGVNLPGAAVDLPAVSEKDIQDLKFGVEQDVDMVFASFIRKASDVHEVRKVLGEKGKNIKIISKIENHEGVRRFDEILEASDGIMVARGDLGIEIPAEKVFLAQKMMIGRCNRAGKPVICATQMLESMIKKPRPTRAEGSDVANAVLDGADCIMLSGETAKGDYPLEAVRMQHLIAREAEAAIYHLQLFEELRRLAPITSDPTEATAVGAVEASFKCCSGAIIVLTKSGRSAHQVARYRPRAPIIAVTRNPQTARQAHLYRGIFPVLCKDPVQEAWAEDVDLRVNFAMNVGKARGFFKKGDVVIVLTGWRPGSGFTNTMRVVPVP
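hPK-M2, >95% pure; 0.1 mM ADP / 0.5 mM PEP final; imidazole pH7.2 buffer w/ 7 mM MgCl2, 50 mM KCl; 1 h RT; Kinase-Glo lum. Intermediate enzyme activity for dual inhibitor/activator qHTS.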
NPC1 prom act: qHTS Assay for NPC1 Promoter Activators | Huh7 NPC1 promoter luciferase reporter, 24 h | Potency, µM (highest dose often 9.22 µM), for the others: at the highest dose activation, hits mostly activators | actives 2.4% (n = 320,000);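 also: potency is read from the fitted curve at half-maximal effect; % of control where 0% means no effect; nearly all actives have a fitted effect of over 60% in size; reporter is driven by a mutant NPC1 promoter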
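Huh7 reporter cells (NPC1 promoter driving luciferase) are dosed with compound for 24 h at 37 °C, 5% CO2; luciferase detection reagent is then added and luminescence measured after 10 min at ambient temperature.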
FLuc counter: qHTS profiling assay for firefly luciferase inhibitor/activator using purifed enzyme and Km concentrations of substrates (counterscreen for miR-21 project). Luciferin 4-monooxygenase (Photinus pyralis), P08659. purified FLuc, Km substrates, luminescence inhibition. Potency, µM (series often up to 57.5 µM), for the others: top-dose activity change, negative = inhibition, actives largely listed as inhibitors. actives 6.9% (n = 360,000);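 also: potency is read from the fitted curve at half-maximal effect; plate controls were vehicle for no effect and reference inhibitor for full effect; nearly all actives have a fitted effect of over 55% in size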
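Purified P. pyralis luciferase, 10 nM final, with Km-level 10 uM D-luciferin and 10 uM ATP in 50 mM Tris acetate pH 7.5, 10 mM Mg acetate, 0.01% Tween-20, 0.05% BSA; 6-point qHTS titration about 60 µM downward; luminescence read.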
Gal4-VP16 FLuc: VP16 counterscreen qHTS for inhibitors of ROR gamma transcriptional activity; Drosophila S2 Gal4-VP16 UAS-luciferase, luminescence, 20 h; Potency, µM (top dose mostly 53.6 µM), for inactives: at the top dose activity, negative = inhibition, usual class: inhibitors; actives 3.5% (n = 310,000); AID 2546, 2010;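 also: Gal4-VP16 expression switched on by copper sulfate through the metallothionein promoter; potency is read from the fitted curve at half-maximal effect; % is scaled to controls: 0 for no effect and ±100 for the full control effect; nearly all actives have a fitted effect of over 50% in size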
* = called active by the depositor; ? = inconclusive; . = not tested or not shown; [ ] = another dose, or the depositor's remark. Unless noted, calls follow the shape of the dose curve; as a rule, active = well fitted curve in the direction sought with a large enough effect; inconclusive = small, poorly fitted or top-dose-only effect, or another doubt; inactive = no such curve, though single readings can be large; an effect the other way counts as inactive or inconclusive. Some of the compounds tested; count on the stated rates, not on these rows.

Fields: Giardia killer	p53 reactivator	RORg inh	BRCA1 expr act	Menin-MLL TR inh	ELG1 genotoxic	Rab9 promoter act	PKM2 act	NPC1 prom act	FLuc counter	Gal4-VP16 FLuc
Cc1cc(-c2ccccc2)n2nc(C)c(-c3ccccc3)c2n1
→ -5	0%	?	64%	24%	5%	10%	2%	0%	17µM*	-4%
CCNc1nc(NCC)n2c(SCC(=O)Nc3ccc(F)cc3)nnc2n1
→ 11	-1%	.	-7%	.	2%	-4%	.	-2%	-2%	.
O=Cc1cccc(OC(=O)c2ccc(Cl)cc2Cl)c1
→ .	22%	-3%	.	1%	12µM*	?	8%	?	17µM*	-5%
Cc1cccnc1NC(=O)c1ccc(NS(=O)(=O)/C=C/c2ccccc2)cc1
→ -9	7%	.	-20%	.	-6%	-2%	.	0%	2%	.
CCOC(=O)c1c(NC(=O)CSc2nccc(=O)[nH]2)sc(C)c1C
→ 15	31%	-4%	1%	.	-7%	4%	-10%	0%	0%	6%
O=C(CNc1ccc2c(c1)OCO2)N/N=C\c1cn(Cc2ccccc2)c2ccccc12
→ 15	-6%	13µM*	-65%	?	-3%	-4%	2%	-3%	0%	?
O=C(Cc1cc(=O)oc2cc(O)ccc12)NC(Cc1ccc(Cl)cc1)C(=O)O (centres undefined)
→ 1	-3%	0%	-5%	0%	0%	-9%	.	-1%	1%	-2%
COC(=O)C1=C(C)NC2=C(C(=O)CCC2)C1c1ccc(-c2ccsc2C(=O)OC)o1 (centres undefined)
→ -12	-5%	31%	4%	.	-5%	-1%	4%	1%	-2%	4%
COc1ccccc1-c1cc(C(=O)NCc2ccco2)no1
→ -7	24%	45%	9%	-13%	9%	0%	-2%	14%	15µM*	13%
COC(=O)Cc1cc(=O)n2[nH]c(C)nc2n1
→ -1	0%	-3%	6%	-2%	-4%	-5%	-4%	0%	6%	3%
COc1cccc(CNC(=O)CNC(=O)c2cccs2)c1
→ -22	-2%	8%	-22%	5%	0%	4%	.	-6%	6%	6%
Cc1ncc([N+](=O)[O-])n1Cc1ccccc1
→ -8	3%	1%	-7%	9%	0%	-2%	-12%	0%	1%	-2%
CCOC(=O)C(Sc1nnc2c3ccccc3n(CC)c2n1)C(=O)OCC
→ 43[activator]	-1%	-32%	-31%	4%	2%	-6%	0%	1%	2%	?
CCOC(=O)N1CCN(Cc2nc(N)nc(Nc3ccc(OC)cc3)n2)CC1
→ -5	-3%	3%	-4%	.	-5%	2%	3%	2%	1%	15%
CCc1ccccc1NC(=O)CNC(=O)c1n[nH]c(=O)c2ccccc12
→ -9	-5%	.	-20%	.	0%	-3%	.	-6%	3%	.
CCc1ccc(-c2nc(CS(=O)CC(=O)NC3CCCCCC3)c(C)o2)cc1 (centres undefined)
→ 2	-10%	-1%	-20%	.	1%	5%	.	2%	?	-1%
C=CCn1c(C)nnc1SCC(=O)c1c(N)n(C2CC2)c(=O)[nH]c1=O
→ 3	11%	.	2%	.	2%	-6%	.	-1%	2%	.
CC(CO)(CO)NCc1ccc(-c2ccccc2)cc1
→ 11	14%	2%	72%	-4%	-4%	26%	-2%	7%	-11%	-11%
CS(=O)(=O)N(CCc1ccccc1)CC(=O)Nc1ccccc1
→ -4	-3%	16%	16%	1%	-2%	-3%	-2%	-2%	2%	-3%
Clc1c(Cl)c(Cl)c2n[nH]nc2c1Cl
→ -21	-1%	7%	-69%	.	-7%	-6%	-14%	-1%	-10%	-10%
Cc1ccc(NC(=S)N(CCN(C)C)C(C)c2cccnc2)cc1 (centres undefined)
→ 1	4%	-35%	10%	-11%	6%	-9%	-3%	0%	-3%	-2%[10 µM]
COc1ccc(C(CNC(=O)c2cc3c(s2)CCC(C)C3)N2CCCC2)cc1 (centres undefined)
→ 3	4%	.	-15%	.	0%	-5%	.	7%	?	.
COc1cc2cc(CCOC(=O)c3ccc(C(F)(F)F)cc3)oc(=O)c2cc1OC
→ -10	-5%	.	0%	.	1%	0%	.	-7%	-18%	.
COc1cccc(NC(=O)CSc2nc3ccccc3c(=O)n2CCCC(=O)NCCCN2CCOCC2)c1
→ -2	13%	-1%	-29%	-3%	-6%	-9%	-3%	-1%	2%	-4%[10 µM]
COc1ccc(NC(=O)CCC2COc3ccccc3O2)c(OC)c1 (centres undefined)
→ 6	-22%	12%	4%	15%	2%	3%	4%	-2%	2%	11%
CCOc1ccc(C(C)=O)cc1CN1C(=O)c2ccccc2S1(=O)=O
→ -5	-11%	2%	-11%	.	3%	0%	.	0%	4%	4%
CC1(C)CC(=O)C(C=NCCCN2CCCC2=O)=C(O)C1
→ 7	-2%	-8%	23%	2%	-1%	14%	-9%	-4%	2%	-8%
O=Cc1cc(-c2ccccc2)[nH]c1-c1ccccc1
→ -2	11%	2%[1.91 µM]	55%	13%	3%	?	-26%	?	?	-18%
O=C(CNC(=S)N(CCCN1CCOCC1)Cc1cccs1)N1CCOCC1
→ 25	8%	-7%	22%	19%	2%	-2%	3%	3%	6%	-5%
Cc1cccc(C(=O)Oc2ccccc2C(=O)N2CCOCC2)c1
→ 9	0%	-17%	5%	.	-8%	-7%	0%	-3%	0%	-2%
Cc1cccc2sc(NC(=O)CN3C(=O)NC4(CCCC4)C3=O)nc12
→ -13	-11%	4%	-2%	3%	14%	0%	-4%	0%	-3%	0%
COc1ccc(-c2cc(C)no2)cc1S(=O)(=O)N1CCN(C(=O)c2ccco2)CC1
→ -14	-4%	-21%	-1%	.	0%	-2%	.	-2%	1%	-18%
COc1ccccc1C(=O)n1nc(-c2ccccc2)nc1NCc1ccco1
→ 10	?	-5%	36%	21%	13%	2%	2%	17%	2%	17%
Fc1cccc(-c2c(-c3ccccc3)ncc3cc(F)ccc23)c1
→ 3	0%	.	-2%	.	-4%	-5%	.	0%	?	.
Cc1cc(=O)[nH]c(SCc2cccc(F)c2)n1
→ -9	-4%	19%	-19%	11%	-1%	-3%	8%	-8%	2%	11%
COc1ccc(Cn2c(=O)sc3ccccc32)cc1
→ -3	-4%	23%	8%	11%	3%	-1%	5%	-1%	2%	19%
CCCC(C(=O)NC1CCCC1)N(Cc1cccs1)C(=O)c1snc(C(N)=O)c1N (centres undefined)
→ 10	-2%	2%	-24%	0%	-1%	0%	-12%	-1%	0%	-13%
CCOC(=O)N1CCN(C(=O)c2cccc(-n3c(=S)[nH]c4cc(Cl)ccc4c3=O)c2)CC1
→ 4	-4%	11µM*	1%	8%	-3%	-6%	0%	-1%	?	-9%
COc1ccc(NC(=O)Nc2cc(C)ccc2OC(F)F)c(OC)c1
→ -9	-18%	1%	-10%	?	-3%	-4%	-2%	2%	?	7%
CC(NS(=O)(=O)OCC(Cl)(Cl)Cl)c1ccc(C(C)(C)C)cc1 (centres undefined)
→ 7	.	?	-84%[inhibitor]	20%	-13%	-6%	-3%	-2%	6%	?

Pulled by structure from the list above (two):
Fields: Giardia killer	p53 reactivator	RORg inh	BRCA1 expr act	Menin-MLL TR inh	ELG1 genotoxic	Rab9 promoter act	PKM2 act	NPC1 prom act	FLuc counter	Gal4-VP16 FLuc
CS(=O)(=O)N(CCc1ccccc1)CC(=O)Nc1ccccc1
→ -4	-3%	16%	16%	1%	-2%	-3%	-2%	-2%	2%	-3%
Cc1ccc(NC(=S)N(CCN(C)C)C(C)c2cccnc2)cc1 (centres undefined)
→ 1	4%	-35%	10%	-11%	6%	-9%	-3%	0%	-3%	-2%[10 µM]

Screens: PubChem BioAssay, National Center for Advancing Translational Sciences (NCATS)
